PfHsp90 set2 – growth inhibition of yeast expressing Plasmodium Hsp90 | S. cerevisiae expressing PfHsp90, BacTiter-Glo ATP, 48 h; yeast lacking PDR1 and PDR3 efflux regulators | 0.32% of 310,000 active | inhibition, % at 9.4 µM;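 active = every replicate shows inhibition above about 80%, whatever the replicate mean, limit read from the data; inconclusive = mean inhibition reaches the set limit but some replicate falls short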;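 note: 0% = DMSO neutral controls and 100% = 20 µM radicicol positive controls; yeast relying on Plasmodium falciparum Hsp90 in place of its own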
Tat transport – blocks Tat-dependent protein export in E. coli; inhibition, % at 10 µM; 0.036% of 340,000 active; E. coli MC4100 TorA-mCherry Tat export, fluorescence;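 active = mean replicate inhibition at least 50% and at least half of replicates individually reaching 50%; inconclusive = only one of the two criteria met; inactive = neither criterion met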;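 note: exported cargo escapes ClpAP degradation while cytoplasmic cargo is degraded and loses fluorescence; 0% = median of neutral control wells and 100% = median of NaSCN control wells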
PvdQ inh – P. aeruginosa PvdQ acylase inhibition | AID 488965 | inhibition, % at 10 µM | 0.063% of 340,000 active | purified PvdQ acylase, fluorescence plate reader; in the data active = inhibition above about 30%, passing the limit was not always enough; inconclusive = no clear call, values can overlap the other calls;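 note: 0% = vehicle neutral wells and 100% = reference inhibitor wells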
DAGLB inh – diacylglycerol lipase beta (human) inhibition. Q8NCG7. 0.059% of 340,000 active. HEK293T DAGLB membrane lysate, EnzChek fluorogenic substrate. inhibition, % at 5.17 µM. AID 504411; in the data active = inhibition above about 34%;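 note: 0% = enzyme with vehicle and 100% = wells lacking enzyme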
Target sequence (Q8NCG7 whole entry, looked up): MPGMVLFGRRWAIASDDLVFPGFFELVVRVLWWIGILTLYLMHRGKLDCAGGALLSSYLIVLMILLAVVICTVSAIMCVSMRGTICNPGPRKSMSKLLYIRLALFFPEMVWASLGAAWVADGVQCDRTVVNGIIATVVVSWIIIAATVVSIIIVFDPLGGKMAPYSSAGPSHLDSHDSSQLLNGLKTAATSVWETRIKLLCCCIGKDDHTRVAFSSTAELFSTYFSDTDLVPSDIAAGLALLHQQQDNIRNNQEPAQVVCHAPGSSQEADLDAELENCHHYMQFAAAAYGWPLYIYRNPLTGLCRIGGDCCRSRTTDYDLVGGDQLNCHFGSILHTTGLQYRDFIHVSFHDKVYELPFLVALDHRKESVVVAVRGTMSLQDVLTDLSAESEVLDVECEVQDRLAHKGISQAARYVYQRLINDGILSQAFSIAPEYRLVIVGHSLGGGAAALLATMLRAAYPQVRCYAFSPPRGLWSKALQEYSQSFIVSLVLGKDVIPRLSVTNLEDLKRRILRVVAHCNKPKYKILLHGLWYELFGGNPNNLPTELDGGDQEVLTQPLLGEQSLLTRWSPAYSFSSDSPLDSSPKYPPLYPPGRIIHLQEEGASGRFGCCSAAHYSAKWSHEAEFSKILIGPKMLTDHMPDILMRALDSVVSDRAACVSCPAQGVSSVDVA
Wnt act – activators of Wnt/beta-catenin signaling; AID 743398; 1.2% of 300,000 active; Wnt/beta-catenin reporter cell assay, activator, plate reader; activation, % at 9.35 µM; in the data active = activation above about 30%, passing the limit was not always enough; inconclusive = no clear call, values can overlap the other calls;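 note: 0% = neutral control wells and 100% = positive control wells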
phage Ecoli inh – E. coli growth loss with phage present; 0.26% of 360,000 active; growth absorbance; AID 651602; inhibition, % at 11.9 µM; in the data active = inhibition above about 11%
AddAB inh – less growth of phage-infected E. coli with AddAB | E. coli expressing H. pylori AddAB, absorbance growth | inhibition, % at 11.9 µM | 0.29% of 330,000 active | AID 435030; in the data active = inhibition above about 12%;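 note: 0% = vehicle wells of infected cells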
Rtt109 Vps75 – C. albicans Rtt109 histone acetyltransferase inhibition. purified Rtt109/Vps75, ThioGlo CoA-SH fluorescence, 4 h. 0.16% of 330,000 active. inhibition, % at 34.9 µM;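 active = inhibition of at least 50% in every replicate; inconclusive = best replicate reaches 50% inhibition but some replicates fall short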
Target sequence (Q5AAJ8 whole entry, looked up): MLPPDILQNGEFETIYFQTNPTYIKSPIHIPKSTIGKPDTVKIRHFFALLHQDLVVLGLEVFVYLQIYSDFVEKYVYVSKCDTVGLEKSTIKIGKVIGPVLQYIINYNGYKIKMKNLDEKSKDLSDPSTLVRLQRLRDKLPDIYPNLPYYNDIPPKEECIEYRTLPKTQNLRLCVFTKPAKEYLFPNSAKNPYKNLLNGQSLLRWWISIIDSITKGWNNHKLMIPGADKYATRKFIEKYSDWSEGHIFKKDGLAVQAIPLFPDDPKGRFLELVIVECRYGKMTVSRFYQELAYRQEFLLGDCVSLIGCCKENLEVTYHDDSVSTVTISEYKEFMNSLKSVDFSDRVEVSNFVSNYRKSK
Ecoli viability – counter-screen for AddAB inhibitors: E. coli growth inhibition; inhibition, % at 11.9 µM; 0.27% of 330,000 active; AID 449728; E. coli V3065 growth, OD600 absorbance, 18 h;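 active = inhibition above the campaign's mean inhibition across all tested compounds plus 3 SD, cut at about 9.9% in these data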;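 note: uninfected addAB+ strain grown without phage in ampicillin broth; 0% = DMSO wells and 100% = ciprofloxacin 0.95 µg/ml wells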
CAL PDZ FP – human CAL PDZ-peptide interaction inhibition. inhibition, % at 20 µM. 0.02% of 330,000 active. purified CAL PDZ, TMR-peptide fluorescence polarization, 1 h. Q9HD26;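 active = highest replicate inhibition of at least 40%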;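 note: plate controls were DMSO neutral control wells for no effect and unlabeled competitor peptide control wells for full effect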
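Material: tagged CAL PDZ protein CerCALP, purified; buffer or medium: sodium phosphate/NaCl buffer pH 7.4 with TCEP, IgG, Thesit; also added: fluorescent TMR peptide probe; schedule: 1 h incubation at room temperature before polarization reading; technique: fluorescence polarization from S- and P-plane intensities, G-factor corrected; control set: unlabelled peptide and DMSO controls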
An asterisk follows results filed as active; ? = inconclusive; · = not tested or not shown.

SMILES	PfHsp90 set2	Tat transport	PvdQ inh	DAGLB inh	Wnt act	phage Ecoli inh	AddAB inh	Rtt109 Vps75	Ecoli viability	CAL PDZ FP
Nc1c(C(=O)NCc2ccco2)nnn1-c1ccccc1	23	-5	-16	-3	15	1.7	4.1	2	1.4	-0.5
Cc1ccccc1NC(=S)NC(=O)CCc1ccccc1	-12	2	-3	-3	·	1.6	1.9	6	0.8	-2.1
COc1ccc(N2CCN(C(=O)c3ccc(COc4ccc5c(C)cc(=O)oc5c4)cc3)CC2)cc1	20	-2	-12	1	·	2.6	1.1	3	-0.4	-1.3
CCCN(CCC)Cc1c(C(=O)N/N=C/c2ccc(Br)cc2)nnn1-c1nonc1N	3	10	-11	-5	-1	2.8	0.7	11	-1.0	-2.0
O=S(=O)(Nc1nc2ccccc2nc1NCCN1CCOCC1)c1cccc(Cl)c1	-13	8	-11	2	?	1.4	1.1	-3	-1.0	-0.8
CC(C)CNC(=O)COc1cccc(C(=O)NCc2ccccc2)c1	-11	-6	20	-1	-3	1.2	0.7	7	-1.6	-1.3
COc1ccc(CCNC(=O)CCNC(=O)c2ccc(Br)cc2)cc1OC	-26	-1	3	0	·	4.5	1.8	-5	-2.0	-2.1
CC1CCN(S(=O)(=O)c2cn(CC(=O)Nc3cccc(C#N)c3)cn2)CC1	-78	20	-15	5	-4	2.2	1.7	-6	-0.7	1.1
CCN(C(=O)CCc1nnc2ccc(NCc3ccco3)nn12)c1ccccc1	-3	-3	-4	3	2	0.2	3.4	-5	0.0	-3.3
NC(Cc1c[nH]c2ccc(OCc3ccccc3)cc12)C(=O)O (stereo not drawn)	2	8	-3	1	-1	-0.2	-0.7	4	0.3	-1.4

Profiles, quoted from the list.
Shown for CCCN(CCC)Cc1c(C(=O)N/N=C/c2ccc(Br)cc2)nnn1-c1nonc1N : PfHsp90 set2 = 3; Tat transport = 10; PvdQ inh = -11; DAGLB inh = -5; Wnt act = -1; phage Ecoli inh = 2.8; AddAB inh = 0.7; Rtt109 Vps75 = 11; Ecoli viability = -1.0; CAL PDZ FP = -2.0
Shown for Cc1ccccc1NC(=S)NC(=O)CCc1ccccc1 : PfHsp90 set2 = -12; Tat transport = 2; PvdQ inh = -3; DAGLB inh = -3; Wnt act = ·; phage Ecoli inh = 1.6; AddAB inh = 1.9; Rtt109 Vps75 = 6; Ecoli viability = 0.8; CAL PDZ FP = -2.1

New compounds follow
SMILES	PfHsp90 set2	Tat transport	PvdQ inh	DAGLB inh	Wnt act	phage Ecoli inh	AddAB inh	Rtt109 Vps75	Ecoli viability	CAL PDZ FP
COc1ccc(C(=O)c2ccc(OC)cc2O)c(O)c1	-8	4	-2	-4	24	0.9	1.4	0	2.8	-4.4
Cc1ccc(NC(=O)c2cnc(N3CCN(c4ccccn4)CC3)c3ccccc23)c(Br)c1	-36	4	3	-13	-39	2.3	2.7	-1	-0.1	0.0
Cc1nc(Sc2nnnn2C)c2c3c(sc2n1)CCC3	3	-6	-4	-1	-1	-0.2	2.6	4	1.4	-0.5
Cc1ccc(C)c(COc2coc(CN3CCN(C(=O)c4ccco4)CC3)cc2=O)c1	16	-8	1	-1	2	2.1	-2.0	33	0.3	-1.7
O=S(=O)(c1ccc(Cl)cc1)N1CCC2(CC1)OCCN2S(=O)(=O)c1cccs1	-8	7	-15	-2	-2	2.4	·	-3	·	-0.3
O=C(Cc1ccccc1)Nc1ccc2c(c1)CCC2	-10	2	1	-5	12	3.9	5.8	-9	2.3	-2.1
Cc1ccc(Oc2cc(-n3nc(C)cc3C)ncn2)cc1	4	-4	-11	-18	·	-0.9	3.1	7	4.2	-0.5
CCOc1ccc(-n2cc(-c3ccccc3)c3c(SC(C)C(=O)OC)ncnc32)cc1 (stereo not drawn)	18	0	-2	-8	-2	-0.9	3.0	0	2.8	-0.2
O=C(CC1=NC2(CCCC2)Cc2ccccc21)N1CCOCC1	19	0	-3	1	·	-0.1	1.1	0	0.1	1.0
CCOc1ccccc1N(CC(=O)NC1CCCCC1)C(=O)CCC(=O)Nc1nccs1	-30	-4	-14	0	-3	1.6	1.2	-5	1.3	-3.4
c1ccc2c(NCCc3c[nH]c4ccccc34)c3ccccc3nc2c1	13	-4	17	0	-1	-0.9	6.6	2	2.5	3.1
Cc1[nH]c(=O)[nH]c(=O)c1S(=O)(=O)Nc1ccc(Oc2ccccc2)cc1	-4	-3	3	-2	·	2.8	3.4	-3	-0.7	0.5
Cc1nn(CCCC(=O)Nc2sc3c(c2C#N)CCC3)c(C)c1[N+](=O)[O-]	5	-2	-10	-2	·	0.0	-0.3	2	0.8	-1.4
O=C(NC1CC1)c1c[nH]c2ccc(S(=O)(=O)Nc3cccc(C(F)(F)F)c3)cc2c1=O	-1	4	9	3	·	1.6	-3.0	10	-1.7	-1.7
COc1ccc(N2CCN(C(=O)c3cc(C)on3)CC2)cc1	6	1	9	0	-1	2.2	1.5	19	0.6	0.5
CN(Cc1ccccc1)c1ccc(C(=O)O)cc1[N+](=O)[O-]	-4	2	-2	4	·	0.7	1.4	-4	-0.3	0.0
COc1ccccc1CN1CCN(C(c2ccccc2)c2ccccc2)CC1	37	2	-9	-6	-3	2.3	4.5	-1	0.2	-1.1
COc1ccccc1-c1nc2ccccc2c(=O)n1NC(=O)c1cccs1	0	2	11	2	·	3.6	4.7	-1	0.7	-0.2
O=C(CCn1c(=O)oc2ccccc21)NC1=NCCS1	14	1	-6	3	·	1.4	2.1	-6	0.6	-1.3
Cc1cccc(-n2nnc(C(=O)NCc3ccco3)c2N)c1	·	5	-11	0	2	2.5	0.9	-5	0.8	-0.6
O=C(CNC(=O)c1ccco1)N=Nc1c(O)n(CCc2ccccc2)c2ccccc12	-27	1	1	1	-10	3.1	-1.3	4	1.4	-0.6
CCc1cc2c(=O)nc3n(c2s1)Cc1ccccc1/C3=C(/O)c1ccc(F)cc1	-2	2	-3	12	-2	-1.2	5.9	-11	4.2	-0.2
O=S(=O)(/N=C(/Nc1ccccc1)c1ccccc1)c1cccs1	-7	?	1	-3	-5	3.6	2.9	2	0.8	-3.1
CCN(CCCNC(=O)C1CCN(S(=O)(=O)c2cnc[nH]2)CC1)c1ccccc1	8	-7	-16	-5	0	1.1	-1.9	-1	-4.2	-0.9
COc1cc(CO)ccc1OCC(=O)Nc1cccc2ccccc12	-21	-2	-12	-5	-2	0.7	2.0	-7	-0.1	0.2
CCOC(=O)c1c(NC(=O)c2ccc(N3C(=O)C4C5C=CC(C5)C4C3=O)cc2)sc2c1CCCC2 (stereo not drawn)	-36	8	-5	-1	-4	1.5	0.8	6	-0.6	-0.8
Cc1cc(C)n2nc(C(=O)OCC(=O)NNC(=O)c3ccccc3)nc2n1	3	-8	-10	1	1	7.1	1.1	0	0.9	-1.2
O=c1c2ccccc2ncn1CCCCOc1ccccc1F	6	-3	-12	-4	0	1.2	0.6	-17	-0.3	0.5
COc1ccccc1C(=O)NC(=S)Nc1ccc(N2CCN(C(=O)c3ccco3)CC2)cc1	8	6	-4	1	-8	0.5	-0.2	6	1.3	-1.8
CCOC(=O)Cn1c(=O)oc2cc(S(=O)(=O)N(C)Cc3ccccc3)ccc21	-13	-1	-8	-3	-3	0.8	-0.9	-2	0.8	0.0
COc1ccc(NC2=NC3(CCCCC3)N=C(N)N2)cc1	-2	-4	5	0	·	2.0	0.3	-1	-2.7	0.5
COc1ccc(-c2nnnn2C)cc1S(=O)(=O)NCCc1ccccc1	-10	-2	-11	1	·	1.3	-1.0	2	-0.7	0.1
NC(=O)CN(c1ccc([N+](=O)[O-])cc1)S(=O)(=O)c1ccccc1	-3	-8	-4	-2	0	2.4	2.7	-8	-0.1	-1.8
CNC(=O)OCCSCCS(=O)(=O)c1ccc(Cl)cc1	-1	-3	-11	2	0	1.0	0.0	-16	-2.8	-0.9
Cc1ccc(S(=O)(=O)c2ccc(Cl)cc2)cc1S(N)(=O)=O	-12	-11	0	-2	3	0.6	3.2	7	-1.0	-0.6
CC(C)c1ccc(Nc2nnc(SCC(=O)Nc3ncc(S(=O)(=O)c4ccc([N+](=O)[O-])cc4)s3)s2)cc1	-63	4	-21	2	4	1.9	-0.3	-12	0.9	-1.6
C=CCSc1nc(N)c(C(=O)Nc2ccccc2OC)cc1C(=O)Nc1ccccc1	-17	4	5	-1	-3	1.2	-0.8	5	-1.3	-2.2
C=CCn1c(C2CC(=O)N(c3ccc(C)cc3)C2)nc2ccccc21 (stereo not drawn)	18	-6	-6	-3	-3	1.1	2.9	-6	-0.8	-0.9
Cc1cc2ncn(C(=O)c3c(-c4c(Cl)cccc4Cl)noc3C)c2cc1C	11	0	-13	-4	-7	1.0	3.4	-2	1.1	0.3
COC(=O)c1ccccc1NC(=O)CN1CCC(n2nnc3cc(C(F)(F)F)ccc32)CC1	3	-2	2	3	·	2.6	3.4	1	2.0	-1.4
COc1cc(S(=O)(=O)Nc2ccccc2C(=O)N2CCCC2)ccc1NC(C)=O	27	0	-14	0	4	2.9	·	0	·	-0.4
CCCN(CCC)CCNC(=O)C1CCCN(S(=O)(=O)c2ccc3c(c2)oc(=O)n3C)C1 (stereo not drawn)	2	-9	-8	1	·	2.1	1.1	0	0.0	0.7
COc1cc(OC)cc(C(=O)NC(C)CCc2ccccc2)c1 (stereo not drawn)	-10	-5	0	-5	-1	-0.9	3.2	-5	0.3	0.2
CCC(C)(C)NC(=O)C(NS(=O)(=O)c1cccs1)c1ccccc1 (stereo not drawn)	9	3	7	-3	2	2.3	-0.4	12	1.6	1.3
CCn1c(SCC(=O)Nc2cc(C)on2)nnc1-c1ccccc1	2	-1	12	1	-7	-2.1	-0.4	0	1.1	-0.5
C[C@@H](C(=O)NNC(=O)c1ccc(Cl)cc1)N1C(=O)C2CC=CCC2C1=O (stereo partly drawn)	10	11	12	2	7	3.0	1.9	12	0.1	-0.8
C=CCn1c(SCC(=O)c2ccc(F)cc2)nnc1-c1ccc2c(c1)OCO2	-55	-6	-1	-2	16	5.9	-1.3	0	-0.8	-1.6
Cc1cccc(-c2nn(-c3ccccc3)cc2C(=O)N2CCN(C3CCS(=O)(=O)C3)CC2)c1 (stereo not drawn)	1	1	5	1	-5	-0.4	-2.0	8	-1.6	0.5
Cc1nn(C)c(C(=O)NNC(=S)NCC(C)C)c1Cl	-3	-1	-11	-1	·	2.1	0.3	3	0.7	-3.2
OC(COc1ccccc1)CN1CCN(c2ccccc2)CC1 (stereo not drawn)	7	1	-6	-1	-4	1.7	·	-2	·	-0.2
Going on with the list:
SMILES	PfHsp90 set2	Tat transport	PvdQ inh	DAGLB inh	Wnt act	phage Ecoli inh	AddAB inh	Rtt109 Vps75	Ecoli viability	CAL PDZ FP
Cc1sc2nc(C3CC3)nc(SCC(=O)NCc3ccco3)c2c1C	84*	-2	0	-8	0	2.5	-0.2	12	-1.3	-1.6
O=C(CNC(=O)C1CCCCC1)Nc1ccccc1	-1	5	-12	1	-2	0.8	4.6	-7	-1.4	-1.7
CCCOc1ccc2c(c1)C(=NN=C(N)N)c1cc(OCCC)ccc1-2	0	-3	4	0	-1	2.0	2.4	2	0.7	·
OC(COc1ccc2ccccc2c1Cl)CN1CCOCC1 (stereo not drawn)	-7	-2	-12	-2	·	0.6	-0.1	·	-1.4	-2.8
COc1ccc(C(=O)NC(=S)Nc2ccc3[nH]c(=O)[nH]c3c2)c(OC)c1	-7	0	-12	1	4	1.4	2.1	-3	-1.2	-1.5
COC(=O)c1cc(CNC(=O)CCCSc2ccccc2)ccc1OC	-2	12	-6	1	-3	0.5	·	-1	·	-0.5

Screening results deposited in PubChem BioAssay by several laboratories.
